# DAGLB inhibitor: DAGLB lipase inhibitors, primary screen, biochemical, fluorescence, HTS. Diacylglycerol lipase-beta (Homo sapiens), Q8NCG7. HEK293T DAGLB membrane lysate, EnzChek fluorogenic substrate. inhibition, % at 5.17 µM. actives 0.059% (n = 340,000); in the data active = inhibition above about 34%;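 also: 0% = enzyme with vehicle and 100% = wells lacking enzyme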
# DSG3 Ab inh: inhibitors of pemphigus antibody binding to DSG3, primary screen, biochemical, bead-based, flow cytometry, scFv-GFP. binding (percent of control), % at 10 µM. DSG3-coupled beads, scFv-anti-DSG3-GFP binding; active compounds read low. actives 0.48% (n = 310,000). Desmoglein-3 (Homo sapiens), P32926;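 active = binding more than 3 SD below its plate's average and above zero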;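 also: hits lower antibody fragment binding to DSG3; some compounds called inactive have numbers as strong as hits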
# Arrestin-AP2 inh: inhibitors of beta-arrestin/AP2 binding, primary screen, biochemical, GPCR trafficking, flow cytometry | FITC-arrestin peptide / GST-AP2 beads; AP2 beta2 appendage carries R879A mutation | beta-arrestin 1 C-terminal peptide binding to AP2 beta2-adaptin appendage (human) | inhibition, % at 10 µM | AID 504490, 2011 | actives 0.31% (n = 340,000);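 active = inhibition above a set limit, near 3 SD of compounds lacking own fluorescence, cut at about 54% in these data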;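 also: plate controls were DMSO wells for no effect and 5 µM unlabelled arrestin peptide for full effect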
#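 System: GST-AP2 R879A glutathione beads | Also added: FITC-arrestin peptide, 50 nM | Times: 12 min plus 1 h, RT | Signal: Bead flow cytometry, FITC channel | Buffer or medium: PBS with 0.05% Tween 20 and 0.1% BSA | Read-out basis: Percent drop in bead-associated FITC signal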
# C-LANA FP: inhibitors of KSHV C-LANA binding to DNA, primary screen, biochemical, fluorescence polarization, FAM-LBS DNA, MBP-C-LANA, single point; actives 0.078% (n = 340,000); Kaposi's sarcoma herpesvirus LANA C-terminal domain (residues 932-1162) DNA binding; inhibition, % at 9 µM; AID 504423, 2011;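 active = highest replicate inhibition at or above 60% at 9 µM, even if other replicates fall short; inactive = all replicates below 60% inhibition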;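 also: 0% = neutral control wells and 100% = 4 µM acridine orange control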
# Keap1-Nrf2 PPI: Keap1-Nrf2 protein-protein interaction inhibitors, primary screen, biochemical, fluorescence polarization, single point | Kelch-like ECH-associated protein 1 (Homo sapiens), Q14145 | AID 504523, 2011 | Keap1 Kelch-Nrf2 peptide fluorescence polarization, 1536-well | actives 0.15% (n = 340,000) | inhibition, % at 9.4 µM; in the data active = inhibition above about 12%;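 also: human Keap1 Kelch domain with fluorescein labeled Nrf2 9mer peptide probe; 0% = neutral control wells and 100% = peptide positive control; higher means more block of Keap1 binding to Nrf2 peptide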
# Target sequence (Q14145 whole entry, looked up, the tested form may be a part): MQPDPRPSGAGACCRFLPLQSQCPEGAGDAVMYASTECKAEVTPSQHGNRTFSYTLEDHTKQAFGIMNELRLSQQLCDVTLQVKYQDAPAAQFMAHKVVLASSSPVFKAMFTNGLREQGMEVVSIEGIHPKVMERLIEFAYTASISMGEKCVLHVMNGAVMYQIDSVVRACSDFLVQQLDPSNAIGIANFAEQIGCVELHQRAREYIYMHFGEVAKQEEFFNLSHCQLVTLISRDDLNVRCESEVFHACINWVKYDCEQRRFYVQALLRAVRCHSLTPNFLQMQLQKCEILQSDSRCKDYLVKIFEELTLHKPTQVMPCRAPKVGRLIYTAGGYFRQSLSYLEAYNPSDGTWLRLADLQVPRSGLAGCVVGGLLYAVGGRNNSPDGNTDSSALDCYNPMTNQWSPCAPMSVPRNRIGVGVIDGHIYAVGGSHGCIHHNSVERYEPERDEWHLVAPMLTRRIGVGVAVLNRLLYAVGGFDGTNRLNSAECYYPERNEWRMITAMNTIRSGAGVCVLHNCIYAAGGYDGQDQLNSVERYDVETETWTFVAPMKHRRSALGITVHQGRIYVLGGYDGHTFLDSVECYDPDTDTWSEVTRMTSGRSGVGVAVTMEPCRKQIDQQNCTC
# NSD2 HMT inh: NSD2 histone methyltransferase inhibitors, primary screen, biochemical, AlphaScreen, single concentration, set 2 | inhibition, % at 12.5 µM | AID 743445, 2014 | NSD2 peptide methylation, 120 min | Histone-lysine N-methyltransferase NSD2 (Homo sapiens), O96028 | actives 0.54% (n = 310,000); in the data active = inhibition above about 50%
# Cardiac RTF inh: cardiac RTF calcium sensitivity inhibitors, primary screen, biochemical, IANBD-TnC fluorescence, EC70 calcium. Troponin I, cardiac muscle (Homo sapiens) + Troponin T, cardiac muscle (Homo sapiens) + …. IANBD-labeled cardiac RTF, Ca2+ fluorescence. inhibition, % at 7.15 µM. actives 0.12% (n = 340,000). AID 493244, 2011;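 active = inhibition above the mean inhibition of all tested compounds plus 3 SD, cut at about 17% in these data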;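 also: assay run at fixed EC70 calcium of 1.6 mM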
# CAL PDZ FP-1: untagged CAL PDZ binding inhibitors, primary screen, biochemical, fluorescence polarization, HTS; inhibition, % at 24.9 µM; AID 602252, 2012; Golgi-associated PDZ and coiled-coil motif-containing protein (Homo sapiens), Q9HD26; purified CAL PDZ, TMR-peptide fluorescence polarization, 1 h; actives 0.92% (n = 300,000);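 active = mean inhibition of at least 30% with at least half of replicates also reaching 30%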;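 also: 0% = DMSO neutral control and 100% = excess unlabeled competitor peptide PRC23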
# CAL PDZ FP-2: CAL PDZ peptide-binding inhibitors, primary screen, biochemical, fluorescence polarization, Cer-tagged CAL PDZ, HTS; AID 504414, 2011; purified CAL PDZ, TMR-peptide fluorescence polarization, 1 h; actives 0.02% (n = 330,000); Golgi-associated PDZ and coiled-coil motif-containing protein (Homo sapiens), Q9HD26; inhibition, % at 20 µM;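 active = highest replicate inhibition of at least 40%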;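 also: plate controls were DMSO neutral control wells for no effect and unlabeled competitor peptide control wells for full effect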
#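 Control set: unlabelled peptide and DMSO controls / Material: purified CerCALP PDZ construct / Timing: 1 h incubation at room temperature before polarization reading / Doses: 20 µM, one dose / Detection: fluorescence polarization (mP)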
# V-ATPase pH: regulators of yeast V-ATPase proton pumping, primary screen, pHLuorin cytosolic pH fluorescence; S. cerevisiae; response, % at 10 µM; actives 0.37% (n = 350,000); in the data active = response mostly above about 7.3%, no sharp cut-off; inactive = mostly below about 5.4%; also: actives read high; inactives centre near 0; some compounds called inactive have numbers as strong as hits
# Active calls of the source: *; x = not tested or not shown; & = joins results of further samples. The list is partial (hit frequency here may not be typical).
Cardiac RTF inh | DAGLB inhibitor | DSG3 Ab inh | CAL PDZ FP-1 | SMILES | NSD2 HMT inh | V-ATPase pH | Arrestin-AP2 inh | Keap1-Nrf2 PPI | C-LANA FP | CAL PDZ FP-2
-6 | -5 | x | 1 | Cc1ccc(NC(=O)COC(=O)CN2C(=O)C3CCCCC3C2=O)cc1C (configuration not stated) | 2 | 0 | -11 | 0 | -1.8 | -0.2
3 | 1 | 104 | 3 | COC(=O)c1sc2ncn(CC(=O)NCCc3ccc(OC)c(OC)c3)c(=O)c2c1C | 0 | 4 | -4 | 0 | 2.7 | -0.6
-4 | 2 | 124 | -1 | CC(=O)N(C)c1ccc(OCC(O)Cn2c(C)nc3ccccc32)cc1 (configuration not stated) | 1 | 6 | -5 | -3 | -0.3 | -1.9
-3 | 5 | x | 3 | COc1ccccc1OCCCC(=O)Nc1ccc2c(c1)OCCO2 | -1 | 1 | 22 | -1 | 1.2 | -2.3
-4 | 15 | 105 | -1 | CN(Cc1ccccc1)c1ccc(C(CC(N)=O)NC(=O)Cc2ccc(Br)cc2)cc1[N+](=O)[O-] (configuration not stated) | x | 6 | 2 | -6 | -0.7 | -1.8
-7 | -1 | 106 | x | COc1ccc(NC(=S)N2CCC(C(=O)c3ccc(C)cc3)CC2)c(OC)c1 | 2 | 1 | 42 | -3 | -0.5 | -0.1
-54 | -1 | 92 | 3 | O=c1[nH]ncc2c3ccccc3n(Cc3cccc(Cl)c3)c12 | 2 | -3 | -13 | -13 | 1.9 | -3.8
-1 | 2 | 89 | -5 | Cc1cccc(C)c1NC(=O)CSc1nnc(-c2cnccn2)n1C | -2 | 3 | -9 | 2 | -0.2 | -0.7
-4 | 4 | 92 | -1 | COc1ccc(NS(=O)(=O)c2cccc(C(=O)NNC(=O)c3cccn3C)c2)cc1 | 3 | -2 | 21 | -1 | 1.2 | -1.3
-5 | 2 | 92 | -1 | O=C(O)CCC(=O)Nc1ccc(Sc2ccc([N+](=O)[O-])cc2)cc1 | -1 | 2 | -5 | -5 | -0.5 | -0.5
1 | 0 | x | -5 | Cc1cc(C)c2nc(C(F)(F)F)nc(NCCCN3CCOCC3)c2c1 | 1 | 1 | 26 | 1 | -0.3 | -1.0
-2 | -8 | 95 | x | Fc1ccc(-c2nnc(-c3ccc(F)cc3)o2)cc1 | -2 | -4 | 46 | -3 | -0.2 | -2.0
-8 | -7 | 100 | -5 | COc1ccc(CNC(=O)COc2cc3c(c4oc(=O)cc(C)c24)CCC(C)(C)O3)cc1OC | x | 1 | 1 | 0 | -0.1 | -1.7
-7 | -2 | 95 | -1 | CN(Cc1cccc(F)c1)C(=O)c1ccc(S(=O)(=O)N2CCOCC2)cc1 | 8 | 0 | 63* | 0 | 6.4 | 0.4
1 | -2 | 92 | -1 | O=S(=O)(Nc1cccc(Cl)c1)c1cccc(-n2cnnn2)c1 | -1 | -3 | -2 | -2 | 0.8 | 0.3
-9 | -10 | 100 | 0 | CCN(CC)S(=O)(=O)c1cccc(NC(=O)CCSc2ccc(Cl)cc2)c1 | x | -2 | 11 | 0 | 1.9 | -0.9
-10 | 1 | 100 | 0 | CC(NC(=O)CCNC(=O)c1ccco1)c1ccccc1 (configuration not stated) | -1 | 4 | 6 | -2 | 0.3 | -1.4
-8 | -1 | 98 | -2 | CN1CCCN(C(=O)c2ccc(Cl)cc2)CC1 | -1 | 2 | 5 | 2 | 0.2 | 0.2
3 | 1 | 97 | -2 | O=C(NCCCn1ccnc1)c1cc(C(=O)C2CC2)c[nH]1 | -3 | 4 | 5 | 1 | -0.7 | 1.7
-3 | -2 | 99 | 0 | COC(=O)[C@]1(C)N[C@H](CN(C)C(=O)c2ccc(C(C)(C)C)cc2)[C@@H]2C(=O)N(Cc3ccccc3)C(=O)[C@@H]21 | x | -2 | -12 | -6 | -1.0 | -0.3

# Going on with the list:
Cardiac RTF inh | DAGLB inhibitor | DSG3 Ab inh | CAL PDZ FP-1 | SMILES | NSD2 HMT inh | V-ATPase pH | Arrestin-AP2 inh | Keap1-Nrf2 PPI | C-LANA FP | CAL PDZ FP-2
-4 | 1 | x | -6 | Cc1cccc(C)c1OCC(=O)NNC(=S)NC(=O)C1CC1 | 0 | 0 | -12 | 2 | 0.0 | -3.4
-7&7 | 7&1 | 108&88 | 2&-1 | Cc1cc(C)[n+]2n1C(=O)C(c1ccccc1)=C2[O-] | -2&2 | 0&0 | 0&-8 | 0&-6 | 1.0&-2.0 | 0.1&-3.2
-2 | 3 | 118 | -3 | COC(=O)c1cnc[nH]1 | x | 2 | 2 | -7 | -0.6 | 0.1
-12 | 1 | 101 | -3 | O=C(CC1C(=O)NC2CCCCC2N1C(=O)c1ccc(F)cc1)Nc1ccccc1 (configuration not stated) | 3 | -2 | 3 | -5 | 0.0 | -4.2
9 | 0 | 104 | -1 | O=C(NC1CCCCC1)N1CCN(S(=O)(=O)c2ccc(F)cc2)CC1 | -2 | 4 | 32 | -2 | 0.4 | -0.6
-8 | 3 | x | -5 | CCN(CC(=O)NCc1ccc(F)cc1)C(=O)C1CC1C (configuration not stated) | -8 | -3 | 5 | -3 | -0.4 | -2.7
-2 | 0 | 69 | -1 | Clc1ccc(-c2csc3ncnc(NCCN4CCOCC4)c23)cc1 | -1 | -3 | 23 | -1 | -0.1 | -4.1
-3 | 2 | 103 | -7 | Cc1c(C(=O)Nc2ccccc2F)sc2nc3n(c(=O)c12)CCC3 | 6 | -3 | -23 | -1 | 1.0 | -2.5
7 | -2 | 100 | 6 | COc1ccccc1N1CCN(C(=O)CCNC(=O)c2ccco2)CC1 | -2 | -2 | 38 | -4 | 0.7 | -0.9
-3 | 1 | x | -1 | CCOc1cccc(C2/C(=C(/O)c3ccc4c(c3)CC(C)O4)C(=O)C(=O)N2CCCn2ccnc2)c1 (configuration not stated) | 1 | -1 | -12 | 0 | 1.0 | -1.9
-2 | 0 | x | -2 | CCC1CCCCN1S(=O)(=O)c1ccc(C(=O)Nc2nnc(-c3ccccc3Cl)o2)cc1 (configuration not stated) | x | 4 | 0 | -2 | -0.8 | -3.6
-9 | 1 | 76 | 2 | O=C(CNS(=O)(=O)c1ccccc1)OCc1cccc([N+](=O)[O-])c1 | 9 | -1 | 2 | 1 | 0.8 | 0.0
-10 | -5 | 109 | -6 | Cc1cccc(Cn2c(=O)oc3ccc(C)cc32)c1 | -2 | 1 | -9 | 1 | -3.0 | -1.5
-1 | 1 | 111 | 0 | COc1ccc(C(=O)NCCNc2ccc([N+](=O)[O-])cc2)cc1OC | -1 | 2 | -2 | -3 | -0.6 | -23
-17 | -4 | x | 0 | CCN=c1scc(-c2cccs2)n1/N=C/c1cc(OC)ccc1O | 2 | 8 | 2 | -1 | 3.2 | -2.8
-6 | -2 | 93 | 0 | COc1ccc(S(=O)(=O)N2CCCCCC2)cc1C(=O)OCc1c(C)noc1C | -2 | 3 | -3 | 1 | 0.1 | -3.2
-7 | 1 | 100 | -6 | CC(C)[C@H](N)c1cn([C@@H](CO)C(=O)N2CCNCC2)nn1 | x | 11 | -10 | 2 | -1.7 | 0.6
6 | 2 | 97 | 0 | Cn1c(=O)c2c(ncn2CC(=O)N2CCCCCC2)n(C)c1=O | -1 | -3 | 19 | -5 | -1.3 | -2.2
-4 | 1 | 115 | x | COc1ccc(NC(=O)COC(=O)Cn2c(C)nc3ccccc32)cc1OC | -1 | -4 | 4 | -5 | 0.8 | -2.0
-24 | -5 | x | 0 | COc1cc(CNn2c(C)n[nH]c2=S)cc(Br)c1OCc1ccc(F)cc1 | 3 | -4 | 2 | 5 | 0.9 | 0.1

# (listing goes on)
Cardiac RTF inh | DAGLB inhibitor | DSG3 Ab inh | CAL PDZ FP-1 | SMILES | NSD2 HMT inh | V-ATPase pH | Arrestin-AP2 inh | Keap1-Nrf2 PPI | C-LANA FP | CAL PDZ FP-2
3 | 3 | 90 | -8 | O=C(CSc1ccc2nnc(-c3ccccn3)n2n1)Nc1ccc2c(c1)OCO2 | x | 2 | 3 | -2 | -0.5 | -1.3
2 | 1 | 102 | -3 | CCc1ccccc1N(CC)C(=O)c1cn(CC)c(=O)c2cc(OC)c(OC)cc12 | -3 | 3 | -4 | 3 | -1.6 | -2.5
3 | -2 | 98 | -1 | CC(C)CCNC(=O)C(=O)Nc1ccccc1 | -5 | 0 | -18 | -5 | 2.0 | 0.1
-1 | 1 | 107 | -1 | CC(C)(C)[C@H]1C=C(C(N)=O)O[C@@H](OCc2ccc(CO)cc2)C1 | x | -1 | -2 | -1 | -2.1 | -4.1
0 | -3 | 106 | 1 | COc1ccc(OC)c(N/C(C)=C/C(=O)c2ccc(Br)cc2)c1 | 1 | 0 | -3 | 3 | -1.8 | 0.7
